# From PubChem BioAssay
# PRMT1 FP inh: inhibitors of human PRMT1; 370,000 tested, 1.3% active; AID 652257; recombinant PRMT1, activity-based probe fluorescence polarization; Q99873; inhibition, % at 2.79 µM;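 active = inhibition above about 21% made by adding two undisclosed values, limit read from the data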
# rCAG RNA binder: molecules binding r(CAG) RNA repeats. r(CAG) RNA repeat, TO-PRO-1 dye displacement fluorescence. inhibition, % at 3 µM. 370,000 tested, 1.3% active;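 active = inhibition above the plate cutoff, the mean of all test compounds on that plate plus 3 SD, cut at about 35% in these data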;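 also: 0% = DMSO alone and 100% = 100 µM mitoxantrone as full dye displacement; higher means more dye released from RNA so lower well fluorescence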
# LEDGF integ inh: blocks HIV-1 LEDGF/p75-dependent DNA integration. TR-FRET IN-LEDGF/p75 DNA integration, Eu/Cy5. inhibition, % at 3.7 µM. 370,000 tested, 0.64% active. AID 743269;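 active = inhibition above the screen-wide mean plus 3 SD, cut at about 13% in these data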;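 also: signal is the Cy5 over europium emission ratio at 671 and 618 nm; 0% = plate median of compound wells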
# HTRA1 inhibitor: inhibitors of human serine peptidase HTRA1; 340,000 tested, 0.5% active; inhibition, % at 5.96 µM; recombinant HTRA1, FP-rhodamine activity-based probe, fluorescence polarization; AID 504803; in the data active = inhibition above about 36%;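 also: 0% = enzyme with DMSO and 100% = wells lacking enzyme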
# UHRF1 MBD2 ctr: UHRF1 methyl-DNA binding inhibition | 370,000 tested, 0.75% active | UHRF1 binding to methylated oligo, TR-FRET | Q96T88 | inhibition, % at 4.4 µM | AID 687016; in the data active = inhibition above about 21%;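 also: UHRF1 SRA domain binding a hemimethylated CpG hairpin DNA probe; 0% = median of test compound wells and 100% = reference inhibitor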
# Target sequence (Q96T88 whole entry, looked up, the tested form may be a part): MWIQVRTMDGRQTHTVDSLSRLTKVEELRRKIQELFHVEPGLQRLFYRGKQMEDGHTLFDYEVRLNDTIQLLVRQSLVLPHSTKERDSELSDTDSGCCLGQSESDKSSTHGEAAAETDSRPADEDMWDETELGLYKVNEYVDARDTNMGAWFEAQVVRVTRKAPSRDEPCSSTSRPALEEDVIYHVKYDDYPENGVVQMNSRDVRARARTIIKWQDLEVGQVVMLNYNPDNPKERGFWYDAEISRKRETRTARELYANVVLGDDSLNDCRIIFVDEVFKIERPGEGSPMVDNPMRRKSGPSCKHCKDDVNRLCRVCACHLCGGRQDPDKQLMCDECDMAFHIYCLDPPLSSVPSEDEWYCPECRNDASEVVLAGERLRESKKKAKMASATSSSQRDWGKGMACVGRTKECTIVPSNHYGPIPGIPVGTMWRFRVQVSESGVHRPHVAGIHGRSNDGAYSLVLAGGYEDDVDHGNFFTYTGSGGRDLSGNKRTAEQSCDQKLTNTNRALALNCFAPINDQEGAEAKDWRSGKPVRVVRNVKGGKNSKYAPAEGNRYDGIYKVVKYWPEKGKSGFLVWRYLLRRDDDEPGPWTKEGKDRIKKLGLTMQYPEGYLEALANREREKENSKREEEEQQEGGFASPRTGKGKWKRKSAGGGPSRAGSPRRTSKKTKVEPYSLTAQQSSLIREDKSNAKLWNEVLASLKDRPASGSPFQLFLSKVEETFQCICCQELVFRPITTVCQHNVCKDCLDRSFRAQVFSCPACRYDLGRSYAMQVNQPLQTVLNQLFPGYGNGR
# PG9 Ab binder: PG9 antibody binding by small molecule. TR-FRET gp120-PG9 antibody binding. inhibition, % at 6.7 µM. 360,000 tested, 0.43% active. AID 624416; in the data active = inhibition above about 8.5%
# mABHD4 FP: inhibits mouse alpha/beta hydrolase domain 4. purified mABHD4, FP-Rh probe fluorescence polarization. inhibition, % at 8.92 µM. 370,000 tested, 0.54% active;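 active = inhibition exceeding the mean over every tested compound plus 3 SD, cut at about 30% in these data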;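 also: 0% = plate median of compound wells and 100% = S159A mutant with DMSO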
#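 Test system: mABHD4 protein | Buffer or medium: HEPES pH 7.0 buffer, 150 mM NaCl, 0.01% Pluronic F-127 | Probe or stimulus: FP-Rh fluorescent activity-based probe, added after compound pre-incubation | Timing: Pre-incubation 45 min, probe exposure 60 min, at 25 °C | Technique: Fluorescence polarization, excitation 525 nm, emission 598 nm, BODIPY TMR filters | Repeats: Single well per compound (singlicate)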
# NR1D1 modulator: Rev-erb alpha (human) modulation; P20393; Rev-erbα–FITC-DNA binding, fluorescence polarization, 90 min; activity, % at 10 µM; 370,000 tested, 0.79% active; AID 1259318;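 active = activity above about 14%, limit read from the data; passing the limit was not always enough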;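 also: 0% = DMSO wells with 35 nM protein and 100% = DMSO wells with 750 nM protein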
# TCR CD3 inh: inhibitors of human TCR-CD3 interaction | AID 651800 | TAMRA-labeled TCR probe fluorescence, biochemical | 360,000 tested, 0.37% active | inhibition, % at 9.4 µM; in the data active = inhibition above about 19%;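 also: recombinant mutant TCR 2C K166C tagged with TAMRA read by polarization; 0% = receptor in buffer alone and 100% = receptor with positive control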
# MBD2 DNA inh: MBD2-methylated oligo binding inhibition; Q9UBB5; TR-FRET, MBD2 binding to methylated oligonucleotide; inhibition, % at 4.4 µM; 370,000 tested, 0.31% active; AID 686964; in the data active = inhibition above about 13%
# * hit, by the source's call; x = no result given.
SMILES,PRMT1 FP inh,rCAG RNA binder,LEDGF integ inh,HTRA1 inhibitor,UHRF1 MBD2 ctr,PG9 Ab binder,mABHD4 FP,NR1D1 modulator,TCR CD3 inh,MBD2 DNA inh
COc1cc(Cl)ccc1OCc1cc(C(=O)N(C)C2CCOC2)no1 (stereo unspecified),3,0,1,-5,3,-0.1,-3,-4,5,1
CCOC(=O)C1=C(C)N(CCCC(=O)O)C(=O)NC1c1ccc2ccccc2c1 (stereo unspecified),-1,2,-1,-2,5,-1.1,10,-8,5,6
CCCn1c(-c2cccs2)nc2nc3ccccc3nc21,-2,0,4,-12,-3,-0.5,-13,-4,-7,-14
CCc1ccc(-n2nc3ccc(NC(=O)c4ccc5c(c4)OCO5)cc3n2)cc1,3,0,2,0,5,1.2,-2,-11,-8,-2
CCc1c(O)nc(SCC(=O)Nc2ccccc2OC)[nH]c1=O,-2,-1,-2,-1,1,3.0,4,-6,4,-3
COC(=O)c1ccc(NC(=O)CN2C(=O)c3ccccc3S2(=O)=O)cc1,1,2,-2,1,-2,-1.3,1,4,1,1
O=C(O)C/C(=C\c1ccc(N2CCOCC2)c([N+](=O)[O-])c1)c1nc2ccccc2s1,10,45*,3,0,-6,-0.9,8,3,7,-12
CCN(c1ccc(NS(=O)(=O)c2cc(Cl)ccc2Cl)cc1)C(C)C,32*,14,2,7,3,2.0,12,-4,-14,7
CCc1ccc(CNCc2cccnc2)cc1,-3,-8,-1,-1,1,0.6,-2,-1,6,3
CSc1ccc(-c2cnc(N3CCC(C(N)=O)CC3)s2)cc1,0,x,-5,x,-2,x,-2,0,x,-3
CC(C)N=c1scc(-c2ccco2)n1/N=C/c1ccc(O)c(O)c1,8,20,-4,67*,1,-0.6,36*,0,-2,-2
CCc1ccc(OCCCC(=O)Nc2nccs2)cc1,-4,-3,1,1,-2,-1.4,-3,7,7,-6
Cc1ccc(S(=O)(=O)N2CCN(C)CC2)cc1,-2,-2,-3,3,-1,0.3,3,-2,2,-4
CCc1noc(C)c1C(=O)N(C)CC(=O)Nc1ccccc1Br,-4,-1,-3,3,-1,-0.9,-3,-3,2,4
COc1ccc(CN2C(=O)C(CC(=O)NC(c3ccccc3)c3ccccc3)CC(C(=O)N(C(C)C)C(C)C)=C2C)cc1 (stereo unspecified),2,4,0,-53,-1,2.5,6,-4,7,4
Cc1cccc(NC(=S)N(CCN2CCOCC2)Cc2ccccc2F)c1,2,-7,1,-6,1,-0.4,5,1,4,-3
O=C(CSc1nncn1-c1ccccc1)Nc1ccccc1F,-1,-1,-4,2,0,0.6,4,-1,4,-6
Nc1ncnc2c1ncn2[C@@H]1O[C@H](C(=O)N[C@@H](CCc2ccccc2)C(=O)NCC(=O)N2CCOCC2)[C@@H](O)[C@H]1O,-1,4,6,x,-1,-1.4,-7,5,11,3
COc1ccc(-n2nc(C(=O)N3CCC(C#N)CC3)c3c4ccccc4n(C)c3c2=O)cc1,6,1,-1,-1,1,0.5,8,4,-3,1
CCN(CC)CCCn1c2c(c(SCC(=O)Nc3ccc(OC(F)(F)F)cc3)nc1=O)CCC2,0,-2,0,3,-1,1.4,6,6,-4,4
Cc1nn(C)cc1/C=N/NC(=O)c1ccc2c(c1)OCO2,0,2,1,-2,-2,-0.5,3,2,4,0
CC(=O)Nc1nonc1NC(=O)c1ccc(C(C)(C)C)cc1,0,2,0,-6,-3,-0.5,-10,4,3,-4
COC(=O)C1=C(C)N(Cc2ccccc2C(F)(F)F)C(=NCc2ccc3c(c2)OCO3)NC1c1ccc(Cl)cc1 (stereo unspecified),3,5,-3,x,-1,-2.3,11,1,0,4
Cc1nonc1CC(=O)NC1CCCc2c1cnn2-c1ccc(F)cc1F (stereo unspecified),-2,0,3,6,1,-0.9,2,-3,2,1
Cc1cc(C)cc(NS(=O)(=O)c2ccc3c(c2)C(C)(C)C(=O)N3C)c1,-3,-1,4,-25,0,2.3,-3,0,-3,-4
Cn1c(-c2cc(Br)ccc2O)n[nH]c1=S,2,2,-5,9,-5,0.2,3,-1,4,-7
COc1ccc(OC)c(S(=O)(=O)N2CCC(C(=O)Nc3cccc(C)c3C)CC2)c1,-2,0,-3,-10,-3,2.9,-1,4,9,-5
Cc1ccc(NC(=O)/C(=C\c2ccccc2)NC(=O)c2ccco2)cc1,-5,1,5,3,6,-0.9,-9,-2,-15,1
COC(=O)CSc1ccsc1C(=O)O,-2,1,-2,2,0,-0.2,0,-1,0,1
Cc1c(C(C)O)nnn1-c1nonc1N (stereo unspecified),6,4,-4,6,20,1.5,-4,2,-5,10

# Laid out differently: entries from further up.
> Cc1nonc1CC(=O)NC1CCCc2c1cnn2-c1ccc(F)cc1F (stereo unspecified)
  PRMT1 FP inh = -2	rCAG RNA binder = 0	LEDGF integ inh = 3	HTRA1 inhibitor = 6	UHRF1 MBD2 ctr = 1	PG9 Ab binder = -0.9	mABHD4 FP = 2	NR1D1 modulator = -3	TCR CD3 inh = 2	MBD2 DNA inh = 1
> CC(=O)Nc1nonc1NC(=O)c1ccc(C(C)(C)C)cc1
  PRMT1 FP inh = 0	rCAG RNA binder = 2	LEDGF integ inh = 0	HTRA1 inhibitor = -6	UHRF1 MBD2 ctr = -3	PG9 Ab binder = -0.5	mABHD4 FP = -10	NR1D1 modulator = 4	TCR CD3 inh = 3	MBD2 DNA inh = -4

# Next section
SMILES,PRMT1 FP inh,rCAG RNA binder,LEDGF integ inh,HTRA1 inhibitor,UHRF1 MBD2 ctr,PG9 Ab binder,mABHD4 FP,NR1D1 modulator,TCR CD3 inh,MBD2 DNA inh
COc1ccc(C(=O)NCCCNC(=O)c2cccnc2)cc1Br,-4,2,5,-1,2,-0.8,-10,-3,6,3
CCCCC/C=C/C1=CC(=O)C[C@H](c2ccc3c(c2)OCO3)C1,1,4,0,-20,4,-0.6,-2,1,-5,-1
Cc1c(C)c2ccc(Oc3ccc([N+](=O)[O-])cc3C(F)(F)F)c(C)c2oc1=O,3,1,0,0,2,-1.7,-5,-2,-5,-5
O=C(Nc1nc2ccsc2c(=O)s1)c1ccc(F)cc1,0,5,-1,x,1,-32,-7,22,-2,0
O=C1N=C(N2CCCC2C(=O)O)S/C1=C\c1ccco1 (stereo unspecified),15,10,27*,x,16,-3.7,13,5,6,-4
FC(F)(F)c1cccnc1Oc1ccc(C2=NCCS2)cc1,1,-6,3,-8,0,-1.7,-12,-3,8,-1
COc1ccc(C2NC(=O)c3ccccc3N2)cc1OC (stereo unspecified),5,2,-1,0,10,2.9,-16,-4,-6,3
Cc1noc(C(=O)NCC2CCCO2)c1Cl (stereo unspecified),-2,1,1,4,0,-0.1,4,-4,10,-4
CC(=O)Oc1ccc(-c2csc(Nc3ccc(Cl)cn3)n2)cc1,-1,5,4,17,-1,-1.0,-2,3,8,-1
S=c1nc[nH]c2c1[nH]c1ccc(Cl)cc12,5,4,-5,5,1,34*,-6,-7,3,3
O=C(COC(=O)c1ccc(Sc2ccccc2)c([N+](=O)[O-])c1)NC1CCCc2ccccc21 (stereo unspecified),1,3,1,8,2,-3.5,1,-4,6,4
COc1ccc(C(=O)NC(=S)NCC2CCCO2)cc1 (stereo unspecified),0,-2,0,2,2,-2.2,-3,1,3,0
Cc1ccccc1C(=O)NCCn1cc(SCC(=O)NCC2CCCO2)c2ccccc21 (stereo unspecified),5,-2,1,-1,-2,-1.2,2,-4,2,-5
Cc1cccc(Nc2cc(=O)n(C)c(=O)n2C)c1,-3,1,2,0,1,0.9,-3,5,0,2
Cc1cc(O)c(CN2CCN(S(=O)(=O)c3cccs3)CC2)cc1C(C)C,2,3,0,-27,0,-0.3,-3,9,13,-5
OC(CNC1CCCC1)COc1ccc(F)cc1 (stereo unspecified),-2,-2,6,9,2,-0.4,-1,0,-1,-3
CCN(C(=O)COc1ccccc1)C1CCCCC1,3,-7,-8,0,2,1.0,-6,0,-4,9
COc1ccc(NCc2nnc(SCC(=O)Nc3cc(C)cc(C)c3)o2)cc1,24*,13,-4,-4,0,-1.0,4,7,-1,2
C/C=C\C=C/C(=O)Nc1cccc(C2=NOC3(C2)C[C@H](C(N)=O)N(C(=O)Cc2ccc([N+](=O)[O-])cc2)C3)c1 (stereo partly specified),42*,9,0,-14,-5,-4.3,-5,1,2,0
C/C(=N\NC(=O)CCc1c(C)n[nH]c1C)c1ccc([N+](=O)[O-])cc1,-2,-2,0,3,-1,-2.2,-1,-5,4,-2
CCc1ccccc1NC(=O)C1C(c2ccccc2)C1(Cl)Cl (stereo unspecified),1,-2,-1,-25,-2,-1.7,-35,0,0,-1
C/C(=N\Nc1ccc(S(=O)(=O)Nc2ccc(Cl)cc2)cc1[N+](=O)[O-])c1ccc(N2CCOCC2)cc1,1,5,1,9,-2,-3.7,4,-3,4,1
COc1ccc(C(=O)NCC(=O)NCC(=O)OCC(=O)c2ccc(C)cc2)cc1,-4,-5,-1,4,2,-2.4,-1,-1,3,3
COC(=O)C(C)n1cnc2c(cnn2-c2ccc(Cl)cc2)c1=O (stereo unspecified),3,1,3,2,8,1.6,-7,-8,-4,1
CCCCN([C@H](CO)C(C)C)S(=O)(=O)c1ccccc1Br,3,-2,-2,1,7,-2.0,8,-8,-5,6
Cc1cc(C(=O)CN2C(=O)C(=O)N(Cc3ccco3)C2=O)c(C)n1CCc1ccc(F)cc1,6,21,-3,-6,1,1.1,-14,-4,5,4
Cc1cc(C)c2cc(C=O)c(Cl)nc2c1,-2,1,3,-10,-3,-2.2,6,-2,8,5
O=C1C(Cc2ccccc2)C(c2ccccc2)N1c1ccccc1 (stereo unspecified),-2,1,-1,-6,5,-0.4,-3,7,-4,-4
COc1ccc(OCCOCC(O)CN2CCOCC2)cc1 (stereo unspecified),-1,0,2,-1,0,-1.0,1,-5,-5,-2
COc1ccc(CCNC(=O)C2CCN(c3nccc(C)n3)CC2)cc1,0,-6,-2,5,1,1.6,7,5,-7,3
Cc1cc(S(=O)(=O)N2CCCCC2)ccc1OCC(=O)Nc1ccccc1,2,-4,-2,-13,1,-1.1,1,-2,2,2
CC(C)[C@H](NC(=O)N1CC(=O)Nc2ccccc21)C(=O)N[C@H](C(=O)O)c1ccccc1,1,-1,-1,2,-1,-1.0,2,-1,4,-6
Cc1ccc(NS(=O)(=O)c2cccc(C(=O)NCC3CCCO3)c2)cc1 (stereo unspecified),-4,0,1,-10,2,-2.3,-1,-2,-8,2
Cc1onc(NC(=O)CSCC(=O)O)c1Br,4,-3,-3,x,6,-0.6,13,-1,-15,6
COc1ccc(NC(=O)N(Cc2ccc(C)cc2)Cc2cccnc2)c(OC)c1,-2,-1,7,3,0,0.9,-9,-3,2,-3
O=C(CCl)Nc1ccccc1C(=O)NCc1ccccc1,-1,-1,4,0,2,-0.7,-6,-1,2,1
O=C(OCC(=O)N1CCCCCC1)c1cnc(Cl)c(Cl)c1,-3,2,-1,11,-3,1.9,0,1,6,-3
COc1ccc(CNC(=S)Nc2ccc3nc(N4CCN(C)CC4)cc(C)c3c2)cc1,4,-4,1,8,2,0.3,4,-1,6,4
O=C(O)c1ccc(NN=CC2=C(N3CCOCC3)/C(=C/c3ccccc3)CC2)cc1,24*,48*,28*,-12,22*,-2.4,23,-1,-5,4
CCCCn1c(O)c(/C=C/C=C/C=Nc2ccccc2)sc1=S,12,40*,2,-6,-5,1.4,4,2,-13,-4

# Some of the compounds tested; rates above refer to the full screens.
